Screening results deposited in PubChem BioAssay by several laboratories.
MT stabilizer = microtubule stabilizers in HeLa cells; HeLa tubulin immunostaining HCS, 24 h; share of cells brighter than vehicle mean+2SD; % tubulin-high responders, % at 10 µM; 0.83% of 200,000 active; AID 2205;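 active means plate Z-score above 3 for both tubulin-high and condensed-nucleus cell shares, with cell loss under 80%, at 10 µM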;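 further: anti alpha tubulin signal scored within the nucleus-defined area of each cell; some results filed as inactive read as strong as hits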
Insulin prom up = MIN6 insulin promoter up-regulation. MIN6 insulin promoter-GFP reporter, high-content imaging; active compounds read high. z-score at 5 µM. 0.3% of 190,000 active. AID 1625;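 active means z-score above 3 at 5 µM with at least 500 cells counted in the well; inconclusive means wells under 500 cells, flagged as cytotoxic or low count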
Yfh1-depleted yeast = enhancers of respiration in Yfh1-depleted yeast, dose response, Friedreich's ataxia, plus single-dose screen (AID 1465) | S. cerevisiae Yfh1-off respiration, WST-1 reduction, 72 h; higher fold induction means a stronger effect | fold induction at 50 µM, or EC50 in µM where a hit was titrated | 0.074% of 220,000 active;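 active means fold induction of absorbance versus untreated yeast above a set limit, then at least 30% activation at any dose in follow-up; inconclusive means repeats straddling the limit, or above it without dose testing; inactive means fold induction below the set limit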;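 further: activators that raise dye reduction in frataxin-depleted yeast; strong numbers were not always called active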
WT yeast gro inh = growth inhibition of WT yeast, mitochondrial fusion screen. 2.1% of 190,000 active. AID 1362. mitochondrial fusion phenotypic screen, WT strain. inhibition, % at 10 µM; in the data active means inhibition above about 58%; tested in S. cerevisiae
Autophagy HCS = autophagy modulation, high-content screen; calls only at 10 µM (by protocol); 0.98% of 190,000 active; MEF GFP-LC3 puncta imaging; test concentration mostly 10 µM;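 active means percentage of spot-positive cells more than 3 SD above its plate mean, without a fluorescence outlier flag or 80% toxicity; inconclusive means no clear call, values can overlap the other calls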;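 further: spot-positive cell cutoff set from DMSO-treated cells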
Dynein cargo inh = dynein cargo transport inhibition. 3617.4 mouse cells, GR-EGFP nuclear translocation imaging; test concentration mostly 20 µM; stimulated with dexamethasone, 1 µM; active compounds read low. z-score, hits read low. 0.47% of 220,000 active. AID 1381;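 active means plate z-score of nuclear minus cytoplasmic receptor signal below a set negative limit, without overly bright fluorescence or cell loss, cut at about -3.5 in these data, passing the limit was not always enough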;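 further: z-score of nuclear minus cytoplasmic ring GR-EGFP intensity difference per well; some compounds called inactive have numbers as strong as hits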
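Also added – dexamethasone, 1.0 µM final · Buffer or medium – tet-free, stripped-serum medium · Schedule – induction 48 h, compound 1 h, agonist 30 min · Detection – formaldehyde fixation, Hoechst nuclear stain, 10x automated fluorescence imaging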
bCat nuc transl = modulators of beta-catenin nuclear translocation; HeLa beta-catenin nuclear translocation, immunofluorescence imaging; nuclear translocation activity, % at 5 µM; 0.3% of 190,000 active; AID 1665;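 active means nuclear translocation activity above 50% at 5 µM, with a well cell count of 50 or more; inconclusive means wells under 50 cells across six images, flagged as toxic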;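 further: per-cell ratio of nuclear to cytoplasmic median beta-catenin stain intensity; plate controls were DMSO negative control for no effect and GSK-3 inhibitor IX positive control for full effect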
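Test system: human HeLa cells, endogenous beta-catenin. Times: 24 h compound exposure, 37°C. Measured by: beta-catenin immunofluorescence imaging with DAPI.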
AID2073 = inhibitors of Mint1-CaV2.2 protein interaction, biochemical, HTRF (AID 2073); HTRF protein-protein interaction, Mint1-CaV2.2; higher % means a stronger effect; one-dose inhibition, % at 20 µM; IC50 in µM for titrated hits; 0.19% of 290,000 active; in the data active means inhibition mostly above about 51%, no sharp cut-off; inconclusive means no clear call, values can overlap the other calls; inactive means mostly below about 53%; further: some results filed as inactive read as strong as hits
HIV fusion peptide = inhibitors of HIV fusion peptide binding, primary screen, biochemical, uHTS, fluorescence dequenching (AID 1986); one-dose inhibition, % at 20 µM; IC50 in µM for titrated hits; cell-free peptide binding, fluorescence dequenching, 30 min; higher % means a stronger effect; 0.3% of 290,000 active; in the data active means inhibition mostly above about 52%, no sharp cut-off; inactive means mostly below about 76%; further: some results filed as inactive read as strong as hits
WT yeast gro inh mutant strain = further read-out of WT yeast gro inh, marked with its call; inhibition, %; mitochondrial fusion phenotypic screen, mutant strain inhibition
Dynein cargo inh cytoplasmic EGFP = recorded beside Dynein cargo inh, whose call it bears; z-score; measured here: cytoplasmic GR-EGFP intensity; active compounds read high
Dynein cargo inh nuclear GR-EGFP = second read-out of Dynein cargo inh, no call of its own (marks repeat the call); z-score; measured here: nuclear GR-EGFP intensity;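 lower value marks the stronger effect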
Dynein cargo inh cell count = further read-out of Dynein cargo inh, marked with its call; z-score; measured here: cell count per field
Insulin prom up cell count = also measured in Insulin prom up; calls as there; cell count; measured here: cytotoxicity, nuclei count;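 total cells summed across four imaged fields per well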
bCat nuc transl cell count 5 µM = recorded beside bCat nuc transl, whose call it bears; cell count; measured here: cell count, cytotoxicity flag
MT stabilizer Hoechst-high % = second read-out of MT stabilizer, no call of its own (marks repeat the call); % Hoechst-high responders; measured here: nuclear condensation Hoechst responders;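 share of cells brighter than vehicle mean plus two SD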
MT stabilizer cytotoxicity % = recorded beside MT stabilizer, whose call it bears; toxicity, %; measured here: cytotoxicity by cell density;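 0% = mean cell density of plate MIN control wells and 100% = no cells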
Autophagy HCS cell loss 18 h = second read-out of Autophagy HCS, no call of its own (marks repeat the call); toxicity, %; measured here: cell loss, nuclei count;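 cell loss after 18 h compound exposure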
* hit, by the source's call; i = inactive; ? = inconclusive; . = not tested or not shown; + = active, no number. An unsorted share of the library. About 4.2% of those tested had a hit in this group.

SMILES	MT stabilizer	MT stabilizer Hoechst-high %	MT stabilizer cytotoxicity %	Insulin prom up	Insulin prom up cell count	Yfh1-depleted yeast	WT yeast gro inh	WT yeast gro inh mutant strain	Autophagy HCS	Autophagy HCS cell loss 18 h	Dynein cargo inh	Dynein cargo inh cytoplasmic EGFP	Dynein cargo inh nuclear GR-EGFP	Dynein cargo inh cell count	bCat nuc transl	bCat nuc transl cell count 5 µM	AID2073	HIV fusion peptide
CC1CCCN(c2ncnc3c2cnn3-c2ccccc2)C1 (stereo not drawn)	.	.	.	2.84	538	i	22.1	14.1	.	.	-0.369	-0.775	0.135	0.2	2.3	1009	19.3%	-0.5%
Cn1c(=O)n(C)c2cc(/C=N/NC(=O)c3ccc(Cl)cc3Cl)ccc21	2.4	2.4	10.8	0.62	1295	i	9.4	1.9	i	-18.2	0.052	-0.196	0.655	-0.611	-0.3	1234	-0.8%	-1.0%
COc1ccc(NC(=S)NC(NC(=O)C(C)C)C(Cl)(Cl)Cl)c([N+](=O)[O-])c1 (stereo not drawn)	2.8	1.0	7.9	0.62	1344	i	10.9	-7.5	i	-38.3	-0.687	0.252	0.0184	1.79	-4.7	1435	-31.3%	1.4%
COC(=O)c1cc2oc(C)cc2n1CC(=O)N(C)c1ccccc1	2.9	1.8	5.5	0.17	1298	i	-3.1	5.3	i	-5.5	-0.114	-0.214	-0.11	-0.509	.	.	-2.4%	2.2%
CCCn1c(SCC(=O)/C(C#N)=C(\C)N)n[nH]c1=O	3.1	4.2	1.4	-0.19	1069	i	17.6	22.1	i	0.4	-0.611	-0.0805	-0.1	0.0466	-0.8	909	3.0%	-1.3%
Cc1noc(C)c1COC(=O)CCCNC(=O)c1ccc(Cl)cc1	8.6	1.8	7.5	-0.09	1254	i	-6.8	2.9	i	2.8	0.161	0.00917	0.178	-0.277	1.0	1094	16.5%	-1.1%
Cc1cc(NC(=O)CN2CCCC2c2nc3ccccc3s2)no1 (stereo not drawn)	3.7	3.0	7.4	1.33	1108	i	-2.3	-2.8	i	8.4	-0.461	-0.271	0.574	0.411	-1.6	1198	-3.7%	0.9%
CCn1c(C)[n+](Cc2ccccc2)c2ccc(C(=O)OC)cc21	3.5	1.2	4.8	-0.46	1211	i	-13.2	-2.7	i	-18.8	0.102	-0.161	0.212	-0.327	-2.3	1115	-5.2%	-3.2%
O=C(CCc1ccccc1)Nc1ccc(NC(=O)c2ccco2)nc1	3.9	2.5	9.2	1.56	1071	i	8.2	-8.1	i	1.0	0.104	-0.189	0.399	-0.745	-2.7	1193	-0.6%	-0.4%
COC(=O)c1scc(C)c1NS(=O)(=O)c1ccc(NC(C)=O)cc1	.	.	.	-0.35	1023	i	.	.	.	.	-0.27	-0.205	-0.0845	0.452	0.5	1285	-14.6%	-1.1%
COc1ccc2c(c1)nc1n2CN(CC2CCCO2)CN1Cc1ccccc1 (stereo not drawn)	.	.	.	-0.66	1293	.	.	.	.	.	.	.	.	.	-3.4	985	-14.6%	0.8%
C/C(=N\NC(=O)c1ccoc1C)c1cccnc1	5.8	2.7	1.8	-0.16	1496	i	6.5	25.1	i	23.1	1.24	-0.222	0.76	-1.53	1.1	1127	-0.6%	1.6%
CC(=O)N1CCC2(CC1)C(C#N)=C(N)Oc1c2sc2nc(C)cc(C)c12	1.3	2.2	6.0	0.51	1461	i	2.2	10.5	i	-11.9	-0.469	-0.294	0.357	0.474	-6.3	898	-5.4%	1.6%
CCC1(CC)NC(=O)N(CC(=O)OCC(=O)Nc2sccc2C#N)C1=O	2.5	1.7	1.3	-0.22	1296	i	5.3	-1.2	i	15.8	-0.45	-0.25	-0.0844	0.167	-4.9	1141	3.8%	6.5%
CC1(c2ccccc2)NC(=O)N(CC#N)C1=O (stereo not drawn)	1.8	3.1	1.5	-0.16	1340	i	11.9	-2.7	i	42.9	-0.183	-0.288	-0.545	0.743	-2.3	1205	1.3%	0.2%
COc1cccc(-c2nc(-c3ccc(NC(=O)c4ccncc4)cc3)no2)c1	3.2	2.0	3.9	0.66	701	i	-8.3	-4.2	i	-6.9	-0.124	-0.112	-0.0455	0.617	.	.	2.4%	1.1%
CN1\C(=C/C=C/C=C/C=[N+](C)C)C(C)(C)c2ccccc21	90.5	1.7	22.6	?	.	i	92.2*	80.8*	+	13.7*	0.417	2.99	0.48	1.47	.	.	?	142.3%
CCOC(=O)c1cnc(-c2ccccc2)nc1N1CC(C)OC(C)C1 (stereo not drawn)	2.1	2.4	18.4	-2.72	1299	i	11.8	11.5	i	-4.0	-0.0702	-0.273	0.738	-0.504	2.4	853	3.6%	0.3%
Cc1cc2c(c(=O)o1)C(CCC1CCCCC1)C(C#N)=C(N)O2 (stereo not drawn)	.	.	.	-0.11	946	i	.	.	.	.	0.239	-0.155	0.714	-0.508	-0.8	1397	12.7%	12.8%
CC(=O)c1ccc(NC(=O)Nc2ccccc2)cc1	2.2	3.3	5.9	0.35	801	i	15.1	7.6	i	0.6	0.00406	-0.246	0.0273	0.0826	-1.8	1169	-5.2%	-2.2%
O=C1/C(=C/c2cccnc2)Oc2cc(OS(=O)(=O)c3ccc(Cl)cc3)ccc21	1.3	2.0	7.7	.	.	i	6.5	-12.2	i	-12.0	0.065	0.137	-0.166	-0.506	.	.	-0.4%	-0.8%
CCCOc1ccc(C2(C(=O)O)CCCC2)cc1	1.2	2.2	21.5	-0.5	1153	i	-15.6	-9.3	i	-3.1	-1.32	-0.279	-0.575	1.14	0.0	1076	-3.1%	1.9%
CC1CC(C)CN(S(=O)(=O)c2ccccc2[N+](=O)[O-])C1 (stereo not drawn)	3.9	2.4	9.3	-0.24	1231	i	-5.6	-17.8	i	-1.9	0.517	-0.256	0.101	-0.414	0.7	915	-8.6%	-0.6%
C=CCN1CN(S(=O)(=O)c2cccs2)c2nc3ccccc3nc21	4.7	4.2	7.3	-0.55	976	i	-0.2	-10.1	i	2.8	0.89	-0.274	0.431	-0.566	-3.5	1147	0.3%	7.2%
O=C(NCCc1ccccc1)C1CCC(CNS(=O)(=O)c2cccs2)CC1 (stereo not drawn)	2.9	3.6	1.8	-0.92	1133	i	-3.1	4.0	i	3.6	-0.296	0.0772	-0.125	-0.00288	-1.0	1128	-6.3%	0.4%
CCNS(=O)(=O)c1ccc(CCC(=O)Nc2ccccc2C(=O)OC)cc1	2.3	1.8	2.7	-0.31	1408	i	-2.2	2.6	i	-2.2	1.16	-0.251	0.666	-0.559	-2.9	577	-0.9%	-1.1%
COc1ccc2nc(NC(=O)C3CCN(S(=O)(=O)c4cccnc4)CC3)sc2c1	1.4	3.7	5.0	-0.42	971	i	2.0	-1.7	i	11.4	1.84	0.0902	1.58	-1.71	.	.	-3.3%	-0.2%
COC(=O)Nc1ccc(S(=O)(=O)N2CCC(Cc3ccccc3)CC2)cc1	24.5	6.5	24.1	0.23	911	i	2.7	-9.4	i	-5.1	-0.461	0.0107	0.0986	-0.0991	-3.1	1245	9.4%	-0.6%
CCCCCOc1ccccc1C(=O)NCCC(=O)O	2.5	2.2	6.8	.	.	i	-9.1	-9.6	i	-3.3	-1.32	-0.194	-0.711	0.488	.	.	-4.6%	-1.3%
COc1ccc(/C=C/C(=O)c2cc(Cl)cc(Cl)c2O)c(OC)c1	.	.	.	.	.	i	.	.	.	.	0.406	-0.21	0.787	-0.14	1.1	1291	12.7%	0.4%
CCOc1ccc(C(=O)Nc2c3c(nn2-c2cccc(Cl)c2)CS(=O)C3)cc1 (stereo not drawn)	3.3	1.7	6.3	0.09	1165	i	3.3	5.5	i	2.8	1.38	-0.092	0.71	-0.738	-1.4	1198	10.7%	3.3%
CC(C)[C@H](NS(=O)(=O)c1ccc2c(c1)OCCO2)C(=O)OCC(=O)Nc1cc(Cl)ccc1Cl	5.4	1.9	6.6	0.01	1202	i	37.1	7.5	i	23.9	-0.239	-0.235	-0.115	-0.109	0.1	998	-2.2%	2.3%
CCOC(=O)c1cc2c(=O)n3ccccc3nc2n(Cc2ccco2)c1=NC(=O)c1ccccc1OC	2.4	2.6	5.8	.	.	i	9.4	2.2	i	-3.1	-0.667	0.0202	0.0761	1.06	2.6	872	10.2%	19.4%
Cc1ccccc1-n1c(SCc2cccc(F)c2)nc2[nH]ncc2c1=O	6.0	2.0	7.4	-0.33	1519	i	9.3	-15.8	i	-2.1	2.19	-0.186	1.28	-1.71	-0.3	1124	-2.7%	0.2%
CCCc1cc(=O)oc2c(CN(CC)CC)c(O)c(Cl)cc12	.	.	.	0.06	1150	i	.	.	.	.	0.502	-0.269	0.133	0.183	-0.6	1481	23.3%	-1.3%
C[C@@H](CO)NC(=O)c1ccc2c3n(nc2c1)-c1ccccc1CO3	.	.	.	-0.47	1081	i	.	.	.	.	-1.12	-0.785	-0.369	0.167	-2.1	1253	8.8%	-0.8%
CC(Cc1ccccc1)N/C=C1\CC(=O)NC1=O (stereo not drawn)	3.2	2.2	1.8	0.74	1506	i	8.7	-11.0	i	1.9	0.225	-0.13	-0.501	-1.1	-1.5	1347	-0.7%	-2.2%
COc1ccc(NC(=S)SC)cc1OC	1.7	4.3	7.3	0.3	1157	i	-21.4	-0.8	i	-5.0	-0.817	0.656	-0.625	-1.04	.	.	-8.6%	9.0%
CNC(=O)c1ccccc1S(=O)(=O)c1ccccc1C#N	1.5	1.5	2.2	1.54	1294	i	-7.3	3.2	i	-2.4	0.0901	-0.23	-0.152	0.561	0.9	1453	-7.4%	0.0%
